Bioassay records as filed in PubChem BioAssay.
Rab2A wt mod – modulators of GTP binding to Rab2A wildtype, primary screen, biochemical, dog, bead-based flow cytometry, multiplex; GST-Rab2 wt beads, Bodipy-GTP binding; GTP binding activity, % at 10 µM; 190,000 compounds, 0.19% hits;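 active = GTP binding activity at least 20 points away from 100%, either lowered or raised; inconclusive = signal likely due to the compound's own green fluorescence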;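 note: 0% = beads with excess unlabeled GTP and 100% = no-compound control corrected for plate trend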
RGS8-Gao – RGS8-Galphao binding modulators, primary screen, biochemical, multiplexed bead flow cytometry | Guanine nucleotide-binding protein G(o) subunit alpha (Homo sapiens), P09471 | actives lie on both sides | response (percent of control binding), % at 10 µM | 220,000 compounds, 0.34% hits; in the data active = response below about 60% or above about 140%; inactive = in between;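 note: Galphao activated as the GDP aluminium fluoride complex binding bead-coupled RGS8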
Target sequence (P09471 whole entry, looked up): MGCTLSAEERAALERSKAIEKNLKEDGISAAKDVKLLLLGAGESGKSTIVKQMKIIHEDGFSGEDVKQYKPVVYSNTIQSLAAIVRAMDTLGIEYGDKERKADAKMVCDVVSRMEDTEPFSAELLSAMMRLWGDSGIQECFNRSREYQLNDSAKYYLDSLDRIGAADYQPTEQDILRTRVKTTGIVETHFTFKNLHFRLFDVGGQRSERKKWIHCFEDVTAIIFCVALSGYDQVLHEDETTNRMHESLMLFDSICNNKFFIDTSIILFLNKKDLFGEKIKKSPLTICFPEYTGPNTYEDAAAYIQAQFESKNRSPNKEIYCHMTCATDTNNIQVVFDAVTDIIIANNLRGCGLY
Rab7 wt modul – modulators of GTP binding to Rab7, primary screen, biochemical, wildtype, multiplex bead flow cytometry | Rab7 GTPase wild type (dog), Bodipy-FL-GTP binding | GST-Rab7 beads, fluorescent GTP binding; actives lie on both sides; untreated = 100%, excess cold GTP = 0% | GTP binding activity (percent of control), % at 10 µM | 190,000 compounds, 0.055% hits | AID 758, 2007;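 active = fluorescent GTP binding to Rab7 beads changed by at least 20 points from the 100% baseline, either direction, mostly lower; inconclusive = compound itself probably fluorescent, or too few beads counted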;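 note: median green fluorescence of bound Bodipy-FL-GTP per Rab7 bead population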
HRas wt GTP – modulators of GTP binding to HRas wildtype, primary screen, biochemical, bead-based flow cytometry, multiplex | GTPase HRas (Homo sapiens), P01112 | GST-Ras wt beads, Bodipy-FL-GTP binding; actives lie on both sides | GTP binding activity, % at 10 µM | 190,000 compounds, 0.14% hits;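 active = GTP binding activity at least 20% away from the 100% baseline, either lowered as inhibitor or raised as activator; inconclusive = flagged as likely green fluorescent, judged across all proteins in the well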;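 note: 0% = unlabeled GTP competition control and 100% = no-compound control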
Mcl1 Bid PPI – Mcl-1/Bid binding inhibitors, primary screen, biochemical, TR-FRET, 1536-well; AID 1021, 2008; Induced myeloid leukemia cell differentiation protein Mcl-1 (Homo sapiens), Q07820; 220,000 compounds, 0.97% hits; inhibition, % at 21.7 µM; TR-FRET Mcl-1/Bid-Dy647 peptide binding;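 active = compounds that cut the binding signal by more than half at the single screening dose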;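 note: His-tagged Mcl-1 with europium anti-His antibody binding Bid BH3 peptide; 0% = Mcl-1 plus peptide wells and 100% = peptide-only wells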
Target sequence (Q07820 whole entry, looked up): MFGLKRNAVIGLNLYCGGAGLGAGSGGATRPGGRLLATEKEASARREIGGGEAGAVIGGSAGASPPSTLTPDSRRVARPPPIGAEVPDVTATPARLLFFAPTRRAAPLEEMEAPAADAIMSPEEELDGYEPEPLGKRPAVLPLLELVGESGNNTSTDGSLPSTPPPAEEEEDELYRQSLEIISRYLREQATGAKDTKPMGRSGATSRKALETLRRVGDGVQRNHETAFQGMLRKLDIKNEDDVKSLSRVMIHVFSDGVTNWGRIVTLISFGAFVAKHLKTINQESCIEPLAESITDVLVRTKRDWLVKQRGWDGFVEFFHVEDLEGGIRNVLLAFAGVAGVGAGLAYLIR
Rac1 act GTP bind – GTP binding modulators of activated mutant Rac1, primary screen, biochemical, bead-based flow cytometry, multiplex, fluorescent GTP; Ras-related C3 botulinum toxin substrate 1 (Homo sapiens), P63000; GST-Rac1 activated beads; actives lie on both sides; 100% means binding = to untreated wells; percent activity (GTP binding), % at 10 µM; 190,000 compounds, 0.11% hits;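 active = GTP binding at least 20 percentage points away from the 100% baseline, in either direction, so actives lie on both sides; inconclusive = Compound likely fluorescent itself, or too few beads counted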
Cdc42 wt – modulators of GTP binding to wildtype Cdc42, primary screen, biochemical, multiplex bead flow cytometry, Bodipy-GTP; Cell division control protein 42 homolog (Homo sapiens), P60953; GST-Cdc42 beads; actives lie on both sides; percent activity (GTP binding), % at 10 µM; 190,000 compounds, 0.2% hits; AID 761, 2007;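 active = percent activity GTP binding at least 20 points away from the 100% baseline, either down as inhibitor or up as activator; inconclusive = compound flagged as likely green fluorescent from well-wide comparison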;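 note: median bead fluorescence of bound Bodipy-FL-GTP at 100 nM; 0% = excess unlabeled GTP control and 100% = no compound control; below 100% means less GTP binding so inhibitor and above means activator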
Target sequence (P60953 whole entry, looked up): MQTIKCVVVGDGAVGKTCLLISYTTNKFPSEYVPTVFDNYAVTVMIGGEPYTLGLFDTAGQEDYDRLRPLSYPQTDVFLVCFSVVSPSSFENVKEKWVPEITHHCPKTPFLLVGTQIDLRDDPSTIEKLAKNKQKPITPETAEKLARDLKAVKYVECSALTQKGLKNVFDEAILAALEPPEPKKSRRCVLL
Mcl1 Noxa PPI – Mcl-1/Noxa binding inhibitors, primary screen, biochemical, TR-FRET, 1536-well | Induced myeloid leukemia cell differentiation protein Mcl-1 (Homo sapiens), Q07820 | inhibition, % at 21.7 µM | TR-FRET Mcl-1/Noxa peptide binding, 2 h | 220,000 compounds, 1.5% hits | AID 1022, 2008;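 active = compounds that cut the protein-peptide binding signal by more than 50% relative to plate controls in a single-dose test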;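 note: His-tagged Mcl-1 with rhodamine Noxa BH3 peptide and terbium anti-His antibody; 0% = Mcl-1 plus Noxa peptide wells and 100% = peptide-only wells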
Pf gametocyte – late stage P. falciparum gametocyte viability inhibitors, primary screen, ATP luminescence, HTS | P. falciparum stage V gametocytes, 24 h | AID 743093, 2013 | 150,000 compounds, 0.065% hits | inhibition, % at 10.9 µM;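 active = inhibition above the mean plus 3 SD of compounds within the control limits, set per campaign, cut at about 38% in these data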;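 note: 0% = DMSO wells and 100% = medium only without gametocytes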
Rac1 wt GTP bind – wildtype Rac1 GTP binding modulators, primary screen, biochemical, GST-Rac1 beads, flow cytometry, multiplex. Ras-related C3 botulinum toxin substrate 1 (Homo sapiens), P63000. fluorescent GTP binding; actives lie on both sides; 0 = cold GTP competed, 100 = untreated. GTP binding activity (% of control), % at 10 µM. 190,000 compounds, 0.27% hits;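 active = GTP binding activity at least 20 points away from the 100% control level, either lower or higher; inconclusive = compound flagged as likely green fluorescent, judged across all proteins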
Bim-Mcl-1 – inhibitors of Bim peptide binding to Mcl-1, primary screen, biochemical, bead-based flow cytometry, multiplex. Bim peptide-Mcl-1 binding. Induced myeloid leukemia cell differentiation protein Mcl-1 (Homo sapiens), Q07820. AID 1009, 2008. 190,000 compounds, 0.1% hits. inhibition, % at 10 µM; in the data active = inhibition above about 40%;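 note: 0% = no compound tracer wells and 100% = peptide blocker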
The depositor's hits bear a star; u = inconclusive; x = not tested or not shown.

SMILES	Rab2A wt mod	RGS8-Gao	Rab7 wt modul	HRas wt GTP	Mcl1 Bid PPI	Rac1 act GTP bind	Cdc42 wt	Mcl1 Noxa PPI	Pf gametocyte	Rac1 wt GTP bind	Bim-Mcl-1
O=C(N/N=C/c1sc2ccccc2c1O)c1cccc2ccccc12	97	93	100	100	-34	96	100	-13	21	100	-6
Cc1cccc2c(SCC(=O)NCC3CCCO3)nc(-c3ccc(F)cc3)nc12 (stereo unspecified)	97	101	97	99	-4	98	99	-9	x	104	1
COc1ccc2[nH]c(=O)c(CN(CCN3CCCC3)C(=O)Nc3ccccc3Cl)cc2c1	103	100	101	105	-5	103	104	-6	x	106	-5
O=C(Nc1ccccc1)/C(=C/c1ccccc1)c1ccccc1	99	103	97	102	-15	94	99	3	-2	99	0
CN1CCN(S(=O)(=O)c2cccc(S(=O)(=O)c3ccc(Cl)c(Cl)c3)c2)CC1	97	99	96	100	-5	95	102	-5	-79	106	-1
Cc1ccc(N2CC(C(N)=O)CC2=O)cc1 (stereo unspecified)	101	96	101	101	-22	99	101	-3	1	102	0
COc1ccccc1C1(CC(=O)N2CCCCC2)CCOC(C(C)C)C1 (stereo unspecified)	98	108	100	101	-15	99	101	18	3	99	0
CC(=O)Nc1ccc(S(=O)(=O)Nc2nc(C)cc(-n3nc(C)cc3C)n2)cc1	95	103	101	96	-9	96	97	7	-3	96	-2
CNC(=S)NCc1ccc(OC)cc1	101	99	101	105	-62	102	106	5	-12	108	-4
Cc1ccc(CNC(=O)/C=C/c2ccc(Br)o2)cc1	99	95	105	100	-2	99	100	38	11	100	-10
CCOc1cc(S(=O)(=O)N2CCN(Cc3ccccc3)CC2)ccc1Br	u	98	u	u	-10	u	u	-6	-26	u	1
c1cnc(Oc2ccc(-c3nnco3)cc2)cn1	96	106	95	98	-5	97	100	1	x	99	-1
O=[N+]([O-])c1cc(S(=O)(=O)N2CCCCC2)ccc1NCc1cccc(Cl)c1	99	99	98	100	-1	98	100	-7	x	102	4
O=C(NC(Cc1ccccc1)C(=O)NC(Cc1ccccc1)C(=O)O)c1ccccc1 (stereo unspecified)	97	100	97	98	-12	97	98	0	-3	100	6
CC(=O)Nc1cccc(NS(=O)(=O)Cc2ccc(Cl)cc2)c1	102	102	102	100	-30	101	102	-6	x	104	1
S=C(c1ccc(N2CCOCC2)cc1)N1CCOCC1	102	97	101	101	-36	100	101	4	x	104	-11
Cc1ccccc1C(=O)N(C)Cc1ccccc1	105	104	103	104	13	102	105	-18	x	101	-2
COc1cc(C(=O)N/N=C(\C)Cc2ccccc2)cc(OC)c1OC	98	102	99	101	-22	97	102	26	-22	102	0
O=S(=O)(Nc1ccccn1)c1ccc(Oc2ccccc2)cc1	97	101	98	97	25	96	99	4	x	100	-1
CCOc1ccc(N2C(=O)Nc3ccccc3C2(O)C(=O)NCc2ccccc2)cc1 (stereo unspecified)	101	100	101	100	-21	96	99	2	-7	101	0
COc1ccc(C(CC(=O)O)NS(=O)(=O)c2ccc(C)cc2)cc1OC (stereo unspecified)	96	12*	94	96	-16	94	98	2	-2	97	-2
CC1(C)C(c2ccccc2)=NC(c2ccc(Br)cc2)N1O (stereo unspecified)	97	104	97	93	-47	96	94	1	-18	96	1
CCOC(=O)Cc1csc(NC(=O)CSc2nc3cccnc3n2CC)n1	99	96	100	100	-6	99	97	9	-19	100	0
O=C(O)CCCNC(=O)c1cncc(O)c1	101	98	98	102	-14	99	102	-9	x	105	0
COC(=O)c1ccc(OCC(=O)Nc2nn(-c3ccccc3)nc2C(N)=O)cc1	96	101	93	95	-4	96	97	-11	16	96	0

Only Bim-Mcl-1 and Mcl1 Noxa PPI, for some of the entries so far:
structure	Bim-Mcl-1	Mcl1 Noxa PPI
O=C(Nc1ccccc1)/C(=C/c1ccccc1)c1ccccc1	0	3
CN1CCN(S(=O)(=O)c2cccc(S(=O)(=O)c3ccc(Cl)c(Cl)c3)c2)CC1	-1	-5
Cc1ccc(N2CC(C(N)=O)CC2=O)cc1 (stereo unspecified)	0	-3

Shown as a hit in RGS8-Gao, of those listed so far:
Structure | Rab2A wt mod | RGS8-Gao | Rab7 wt modul | HRas wt GTP | Mcl1 Bid PPI | Cdc42 wt | Mcl1 Noxa PPI | Bim-Mcl-1
COc1ccc(C(CC(=O)O)NS(=O)(=O)c2ccc(C)cc2)cc1OC (stereo unspecified) | 96 | 12* | 94 | 96 | -16 | 98 | 2 | -2

Returning to the listing, repeating the 4 entries before the break.
SMILES	Rab2A wt mod	RGS8-Gao	Rab7 wt modul	HRas wt GTP	Mcl1 Bid PPI	Rac1 act GTP bind	Cdc42 wt	Mcl1 Noxa PPI	Pf gametocyte	Rac1 wt GTP bind	Bim-Mcl-1
CC1(C)C(c2ccccc2)=NC(c2ccc(Br)cc2)N1O (stereo unspecified)	97	104	97	93	-47	96	94	1	-18	96	1
CCOC(=O)Cc1csc(NC(=O)CSc2nc3cccnc3n2CC)n1	99	96	100	100	-6	99	97	9	-19	100	0
O=C(O)CCCNC(=O)c1cncc(O)c1	101	98	98	102	-14	99	102	-9	x	105	0
COC(=O)c1ccc(OCC(=O)Nc2nn(-c3ccccc3)nc2C(N)=O)cc1	96	101	93	95	-4	96	97	-11	16	96	0
Cc1ccc2nc(-c3ccc(NS(C)(=O)=O)cc3)cc(-c3ccccc3)c2c1	102	98	98	102	-6	102	102	-16	x	105	-9
CC(=O)Oc1cccc2c1C(=O)c1c(OC(C)=O)cc(C(=O)O)cc1C2=O	96	106	98	96	22	95	97	21	x	97	0
CCOC(=O)C(NC(C)=O)(Nc1ccc(S(=O)(=O)Nc2onc(C)c2C)cc1)C(F)(F)F (stereo unspecified)	101	97	98	104	-82	107	110	14	x	114	0
Cc1cnn(-c2cc(N/N=C/c3ccccc3F)ncn2)c1	100	103	98	100	-5	101	100	-19	x	103	3
COCCSc1ccccc1C(=O)Nc1nccs1	98	96	102	99	-11	97	99	3	20	97	-6
O=[N+]([O-])c1ccc(N2CCN(S(=O)(=O)c3ccccc3[N+](=O)[O-])CC2)cc1NCc1cccnc1	101	102	100	101	-16	99	99	18	2	105	-3
CCOc1cc(NC(=S)NCC(C)C)c(OCC)cc1NC(=O)c1cccs1	97	116	96	96	-32	97	98	-2	1	101	-1
Cc1ccsc1C1C=C(c2cccc(Br)c2)Nc2ncnn21 (stereo unspecified)	95	101	100	98	-52	95	97	-15	x	95	0
COc1ccc(C)cc1NC(=O)NC1CCN(Cc2ccccc2)CC1	100	102	103	103	-22	100	102	3	-3	101	-3
Cc1cc(C(=O)Cn2nc(C(=O)O)c3ccccc3c2=O)c(C)n1CC(F)(F)F	94	100	94	93	-33	92	91	-16	-17	90	0
CCC(CC)C(=O)c1c[nH]c(C(=O)NCCCn2ccnc2)c1	102	100	104	100	-22	99	98	19	3	104	-1
O=C(CN1CC(c2ccccc2)CC1=O)N/N=C/c1cc(Br)ccc1O (stereo unspecified)	92	83	96	93	-20	96	96	10	x	93	1
N#Cc1ccc(C(=O)Nc2nnc(-c3cccs3)o2)cc1	94	97	93	96	-16	94	94	-32	x	95	-2
CCOC(=O)Cc1sc(N)nc1C	102	108	103	102	-20	101	106	14	-34	109	-6
COCC(C)n1c(C)cc(C(=O)COC(=O)c2oc3ccccc3c2C)c1C (stereo unspecified)	98	95	92	97	-90	100	95	10	4	99	0
CC(C)[C@H](NC(=O)CCn1nnc2ccccc2c1=O)C(=O)O	94	96	91	97	-1	96	100	3	x	102	0
COc1ccc(-c2noc(CN(C(=O)C(C)(C)C)C(C)C)n2)cc1	101	98	101	101	-32	100	102	-4	-14	104	3
CN1CCc2cc3c(c4c2[C@H]1[C@H](O)c1ccccc1-4)OCO3	95	98	99	95	-5	95	92	35	x	92	3
COc1ccc(-c2cc(C(=O)N3CCN(c4ccccc4OC)CC3)no2)cc1OC	102	98	111	100	2	94	94	5	-8	98	0
N#C/C(=C\Nc1ccccc1SC(F)(F)F)c1nc(-c2ccc(F)cc2)cs1	102	117	98	101	-18	100	99	-11	-5	104	-1

Rows were taken by chance; any-hit rate near 2.9%.
